Screening results deposited in PubChem by several laboratories.
RGS4-Gao reg: human RGS4-Galphao interaction regulation; binding response (% of control), % at 10 µM; Multiplexed bead flow cytometry, RGS4-Galphao binding; actives lie on both sides; 220,000 compounds, 0.33% hits; P09471; in the data active = binding response below about 49% or above about 150%; inactive = in between;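 note: fluorescent Galphao activated with aluminum fluoride binding bead-coupled RGS4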
Target sequence (P09471 whole entry, looked up): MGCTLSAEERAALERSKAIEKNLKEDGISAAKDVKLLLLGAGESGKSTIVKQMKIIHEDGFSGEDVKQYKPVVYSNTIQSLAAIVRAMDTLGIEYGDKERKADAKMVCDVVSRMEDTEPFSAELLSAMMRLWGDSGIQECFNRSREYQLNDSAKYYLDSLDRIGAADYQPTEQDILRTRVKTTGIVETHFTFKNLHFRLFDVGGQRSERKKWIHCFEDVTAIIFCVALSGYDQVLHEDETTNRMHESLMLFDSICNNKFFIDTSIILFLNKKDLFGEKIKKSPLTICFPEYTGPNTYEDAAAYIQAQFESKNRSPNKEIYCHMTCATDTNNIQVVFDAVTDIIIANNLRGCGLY
RGS7-Gao: modulates binding of RGS7 to human Galphao; binding response (% of control), % at 10 µM; P09471; 220,000 compounds, 0.35% hits; AID 1439; Multiplexed bead flow cytometry; actives lie on both sides; in the data active = binding response below about 49% or above about 150%; inconclusive = no clear call, values can overlap the other calls; inactive = in between;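 note: fluorescent Galphao held in activated GDP-AlF4 state binding bead-coupled RGS7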
Mcl1-Bid inh: disrupts binding of human Mcl-1 to Bid peptide; inhibition, % at 21.7 µM; 220,000 compounds, 0.97% hits; TR-FRET Mcl-1/Bid-Dy647 peptide binding, 1536-well;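 active = compounds that cut the binding signal by more than half at the single screening dose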;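 note: His-tagged Mcl-1 with europium anti-His antibody binding Bid BH3 peptide; 0% = Mcl-1 plus peptide wells and 100% = peptide-only wells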
Target sequence (Q07820 whole entry, looked up): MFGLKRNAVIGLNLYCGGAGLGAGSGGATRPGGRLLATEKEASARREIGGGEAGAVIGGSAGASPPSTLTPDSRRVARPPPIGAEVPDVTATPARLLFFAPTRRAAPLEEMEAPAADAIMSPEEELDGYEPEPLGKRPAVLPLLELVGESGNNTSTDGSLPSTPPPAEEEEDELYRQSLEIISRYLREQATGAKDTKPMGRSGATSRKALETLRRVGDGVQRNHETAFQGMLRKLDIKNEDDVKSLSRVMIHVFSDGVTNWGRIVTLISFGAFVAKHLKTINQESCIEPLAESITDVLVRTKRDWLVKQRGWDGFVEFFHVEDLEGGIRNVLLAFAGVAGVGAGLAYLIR
RGS8-Gao: human RGS8-Galphao interaction regulation; response (percent of control binding), % at 10 µM; P09471; 220,000 compounds, 0.34% hits; multiplexed bead flow cytometry, RGS8-Galphao binding; actives lie on both sides; in the data active = response below about 60% or above about 140%; inactive = in between;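 note: Galphao activated as the GDP aluminium fluoride complex binding bead-coupled RGS8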
Numbers without * were called inactive; ? = inconclusive; nt = no result given. A portion of the library; the hit share may differ from the screen's.

Start of the data: the first 2 records as a preview:
SMILES	RGS4-Gao reg	RGS7-Gao	Mcl1-Bid inh	RGS8-Gao
COc1ccc(-c2noc(CCC(=O)NC3CCCC3)n2)cc1	104	?	-3	100
C#Cc1ccc([C@@H]2C=C(C(=O)NCc3nc4ccccc4[nH]3)O[C@H](OCC)[C@H]2CCCO)cc1	102	?	-41	99

The list itself, from the start:
SMILES	RGS4-Gao reg	RGS7-Gao	Mcl1-Bid inh	RGS8-Gao
COc1ccc(-c2noc(CCC(=O)NC3CCCC3)n2)cc1	104	?	-3	100
C#Cc1ccc([C@@H]2C=C(C(=O)NCc3nc4ccccc4[nH]3)O[C@H](OCC)[C@H]2CCCO)cc1	102	?	-41	99
O=C(Nc1ccccc1C(=O)NC(Cc1c[nH]c2ccccc12)C(=O)O)c1ccccc1 (stereo not given)	73	?	-10	89
Cc1ccc(-c2nnc(N3CCN(C(=O)c4cccs4)CC3)c3ccccc23)cc1	107	?	-13	107
COC(=O)[C@@H]1C[C@@]2(O)[C@H](O)[C@H](O)[C@H](O)C[C@H]2N1C/C=C/c1ccccc1	108	?	-24	104
O=C(NCCc1c[nH]c2ccccc12)/C(=C\c1cccnc1)NC(=O)c1ccccc1F	82	?	-28	94
NC(=O)Cn1nc2sc3ccccc3n2c(=O)c1=O	102	?	-11	102
O=C(Cn1nc(C(=O)O)c2ccccc2c1=O)Nc1ccc2c(c1)OCO2	95	?	-17	99
CN(C)S(=O)(=O)c1cc(NC(=O)CNCCN2CCOCC2)ccc1Cl	114	?	36	106
CN(CC(=O)Nc1ccc(N2CCOCC2)cc1)C(=O)COc1ccccc1F	103	?	-15	100
CCOc1ccc(-n2c(-c3ccco3)nc3c(cnn3-c3ccc(C)cc3)c2=O)cc1	103	?	-35	100
c1ccc(Nc2ccccn2)nc1	102	?	-8	102
O=C(C[n+]1ccc(/C=N/O)cc1)N1CCCCC1	98	?	-42	100
Cc1cc(C)c2cc(C(=O)N3CCc4ccccc4C3)[nH]c2c1	89	?	-7	97
C[C@@H](NC(=O)OC(C)(C)C)c1nnc(S(=O)(=O)Cc2ccccc2)o1	99	?	-49	95
CC1(C)CC(Nc2ccc(Nc3ccccc3)cc2)CC(C)(C)N1	102	?	-241	99
CC1=NN(c2ccccc2)C(=O)/C1=C\c1cc(C)n(C)c1C	117	nt	-86	103
CCC(C(=O)N1CCN(c2ncccn2)CC1)c1ccccc1 (stereo not given)	99	?	-34	98
COc1cc(Cn2c(-c3ccc(O)c(OC)c3)nc3ccccc32)ccc1O	103	?	-46	99
S=c1[nH]nc(-c2cccc(Cl)c2)n1/N=C/c1ccco1	106	?	-64	101
Cc1nc(Cl)c(C#N)c2c1CCCC2	80	?	-3	93
Nc1nonc1-n1nnc(C(=O)N/N=C/c2ccc(O)cc2)c1COc1ccc(F)cc1	99	?	-53	100
O=C(O)CCC(=O)N1CCN(c2ncccn2)CC1	107	?	-4	104
COc1cccc(NC(=O)CN(C)CC(=O)NC(C)c2ccccc2)c1 (stereo not given)	100	?	3	100
C/C(=C\c1cccs1)C(=O)c1c(C)cc(C)[nH]c1=O	103	?	-11	98
Additional records
SMILES	RGS4-Gao reg	RGS7-Gao	Mcl1-Bid inh	RGS8-Gao
FC(F)(F)c1ccncc1-c1nnnn1-c1ccc(Cl)cc1	100	?	69*	99
CCOC(=O)Cn1c(=O)c(-c2cc(Br)ccc2N)nc2ccccc21	92	?	-35	101
O=C(NCCCn1ccnc1)c1ccc(S(=O)(=O)Nc2ccccc2)cc1	101	?	-6	100
CCCc1c(C(=O)NNc2ccc(C)cc2)cnn1-c1ccccc1	93	?	-10	96
S=c1[nH]nc(-c2ccncc2)n1/N=C/C=C/c1ccccc1	102	?	-25	99
CC(=O)C1=C(C)N2CCN=C2S1	79	?	-4	97
C/C(CC1CC(C)(C)OC1=O)=N\NC(N)=S (stereo not given)	101	?	-51	95
CC(=O)C1=C(O)C(=O)N(c2ccc(S(=O)(=O)Nc3nccs3)cc2)C1c1ccc(F)cc1 (stereo not given)	102	?	-55	102
c1ccc2oc(NC3=NCN(C4CCCCC4)CN3)nc2c1	99	?	3	97
CCC(CNc1cc(OC)cc2cccnc12)NC1CCCCC1 (stereo not given)	97	?	-28	99
Cn1nc(C(F)(F)F)c(-c2ccc(Br)cc2)c1NC(=O)C1CCC1C(=O)O (stereo not given)	102	?	7	102
FC(F)(F)c1ccccc1NC(=S)N1CCCC1	104	?	-23	101
Cc1cccc(N(Cc2cc3ccc(C)cc3[nH]c2=O)C(=O)c2ccco2)c1	89	?	11	86
CCc1nc(NCCO)c(C#N)c2c1CCCC2	93	?	-18	97
CC1(C)CC(NC(=O)N2c3ccccc3Sc3ccccc32)CC(C)(C)N1	98	?	-27	103
Cc1cc(N=Nc2ccc(Cl)cc2)cc(CN2CCCC2)c1O	96	?	-6	100
Cc1onc(-c2c(Cl)cccc2Cl)c1C(=O)Nc1nc(C(C)(C)C)cs1	106	?	10	100
NS(=O)(=O)c1ccc(-c2ccc(/C=N/NC(=O)c3ccc([N+](=O)[O-])cc3)o2)cc1	94	?	1	97
Cc1c(C)c(C)c(CN2CCCC2)c(C)c1C	103	?	-8	100
COc1ccc(C(=O)Nc2ccc(NS(=O)(=O)c3ccccc3)cc2)cc1OC	94	?	-20	98
CN(C)S(=O)(=O)c1ccccc1N=C=S	89	?	-32	93
CSc1ncc(CN2CCc3c([nH]c4ccccc34)C2c2cccc(C)n2)cn1 (stereo not given)	108	?	-35	103
C#CC(C)(C)NC(=S)NC1CC2C=CC1C2 (stereo not given)	100	?	-30	102
CC(C)C[C@@H](CSc1ccc(Br)cc1)N1CCN(CC(C)C)CCC1=O	101	?	-74	101
CCN1C(=O)c2ccccc2S(=O)c2ccc(C(=O)N3CCOCC3)cc21 (stereo not given)	94	?	-20	101
The results go on:
SMILES	RGS4-Gao reg	RGS7-Gao	Mcl1-Bid inh	RGS8-Gao
CC(=O)Oc1ccc2c(=O)c(/C=N/c3cc(=O)[nH]c(=S)[nH]3)coc2c1	99	?	-36	101
Clc1cc(Cl)cc(CN2CCSCC2)c1	96	?	-30	99
O=S(=O)(Cc1noc(-c2ccc(Cl)cc2)n1)Cc1ccco1	108	?	-1	103
COc1ccc(CN(C(=O)c2cccc(OC)c2)C2CCS(=O)(=O)C2)cc1 (stereo not given)	98	?	-7	100
CC(=O)NNC(=O)c1cc2sccc2s1	101	?	-4	100
CC(C)CNc1ncnc2c1cnn2Cc1ccc(Cl)cc1	98	?	-2	99
Cc1cc(=O)oc2cc(OCc3ccc(C(=O)OCC(=O)NC4CCS(=O)(=O)C4)cc3)ccc12 (stereo not given)	103	?	-24	103
Cc1cc(-c2cc(-c3ccc(Cl)cc3)on2)nc(NCC2CC2)n1	102	?	5	101
CN1C(C(=O)NCCc2cccs2)CC2Cn3c(nc4ccccc43)C21 (stereo not given)	107	?	-9	104
COc1cccc(/C=N/N2CCN(C3c4ccccc4-c4ccccc43)CC2)c1O	96	?	-51	98
CNNC(=S)Nc1ccc(Cl)cc1	102	?	-21	100
CC(C)NCC1CCc2cc(CO)c([N+](=O)[O-])cc2N1 (stereo not given)	113	?	-22	121
N#CCC(=O)N/N=C/c1cn(Cc2ccc(Cl)cc2Cl)c2ccccc12	96	nt	-22	99
Cc1c(NS(=O)(=O)c2ccc(S(=O)(=O)c3ccccc3)s2)c(=O)n(-c2ccccc2)n1C	98	?	-17	99
Cc1cc(C)c(N=C2SCC(=O)N2Cc2ccco2)c(C)c1	103	?	-19	101
COc1cc(NC(=O)C(=O)N2CCN(C)CC2)c(OC)cc1Cl	105	?	-41	105
COc1cc(C(CC(=O)N2CCOCC2)c2c(OC)cc(OC)c3ccc(=O)oc23)cc(OC)c1OC (stereo not given)	100	?	-38	100
CC(C)[C@@H](N)C(=O)N/N=C/c1ccc2ncccc2c1	106	?	-17	105
COc1ccc(CCNC(=O)c2cc(-c3cc(Cl)ccc3O)n[nH]2)cc1OC	103	?	-15	102
O=C1COc2ccc(S(=O)(=O)N3CCc4ccccc43)cc2N1	99	?	-39	101
CCOC(=O)c1cc(C#N)c(C)nc1N(CC)CC	139	?	-4	123
CNc1ccc([N+](=O)[O-])cc1-c1nc2ccccc2[nH]c1=O	95	?	48	102
COc1ccc(CNC(=O)COC(=O)c2ccc(F)c(S(=O)(=O)N3CCCCC3)c2)cc1OC	101	?	-18	103
C=CCOc1nc2c(c(=O)n(C)c(=O)n2C)n1Cc1ccccc1	102	?	-76	102
O=C(Nc1ccccc1)Nc1nc(-c2ccccc2)cs1	104	?	-27	102
The listing continues.
SMILES	RGS4-Gao reg	RGS7-Gao	Mcl1-Bid inh	RGS8-Gao
Cc1ccc(S(=O)(=O)N2CCN(CC(=O)NC(=O)NCc3ccco3)CC2)cc1C	90	?	-31	93
O=C(Nc1nc2ccccc2s1)Nc1ccc([N+](=O)[O-])cc1Cl	94	?	2	93
COc1ccc2c(c1OC)C(=O)OC2Nc1nc(-c2ccc([N+](=O)[O-])cc2)cs1 (stereo not given)	101	?	-26	101
Cc1nc([N+](=O)[O-])c(N2CCOCC2)n1Cc1ccccc1	103	?	-25	101
Cc1cccc(-n2c(O)c(C=NC3CCS(=O)(=O)C3)c3ccccc3c2=O)c1C (stereo not given)	85	?	-33	90
CC(=C/c1ccco1)/C=N/NC(=O)c1ccncc1	102	?	-91	99
Cc1ccccc1OCC(=O)N=Nc1c(O)n(C)c2ccccc12	98	?	-26	102
O=C(NCc1csc(-c2cccs2)n1)Nc1ccc(C(F)(F)F)cc1	87	?	1	95
COc1ccc(-c2cccc(C3CC=CC4C3C(=O)N(Cc3ccccc3)C4c3cc(C)ccc3F)c2)cc1 (stereo not given)	100	?	-40	98
O=C(Nc1ccccc1)Nc1sccc1-c1nc2ccccc2s1	102	?	-42	103
O=C(O)CC(CC(=O)Nc1ccc2ccccc2n1)c1ccccc1 (stereo not given)	97	?	-15	95
COc1ccc(-c2cccc(C3CC=CC4C3C(=O)N(Cc3ccccc3)C4c3ccc(OC)c(Cl)c3)c2)cc1 (stereo not given)	104	?	-54	101
NS(=O)(=O)c1ccc(NC(=O)COC(=O)c2ccc(Cl)cc2[N+](=O)[O-])cc1	96	nt	-14	99
O=S(=O)(c1ccc2oc(=S)[nH]c2c1)N1CCCCC1	99	?	-27	99
Cc1cc(NC(=O)C(=O)NCc2cccc(Cl)c2)no1	103	?	-6	103
Cc1cccc(-c2n[nH]c(=S)n2/N=C/c2ccco2)c1	101	?	-11	101
Cc1cccc(NC(=O)CC2C(=O)NC3CCCCC3N2C(=O)c2ccccc2Cl)c1 (stereo not given)	99	?	-6	102
CCC(=O)N(CCc1ccccc1)Cc1cc2cc(OC)ccc2[nH]c1=O	99	?	-8	99
CC(CNS(=O)(=O)c1ccccc1)Sc1ncccn1 (stereo not given)	103	?	-21	103
O=C(NC(=O)c1ccc(F)cc1F)Nc1ccc(Cl)cc1	96	?	-3	100
FC(F)Oc1ccc(-c2c[n+]3c(n2-c2ccccc2)CCCCC3)cc1	108	?	0	99
COc1ccc(NC(=O)CSc2ccccn2)c([N+](=O)[O-])c1	101	?	9	102
O=C(O)c1cc(N2C(=O)CCC2=O)ccc1NCc1cccnc1	104	?	-66	101
CC(C)CC1(C)NC(=O)N(Cc2cc([N+](=O)[O-])cc3c2OCOC3)C1=O (stereo not given)	114	?	-19	108
COCCCNC(=S)NNC(=O)c1csc(C)n1	103	?	-136	103

Some of these compounds in order of formula weight, lowest first:
SMILES	RGS4-Gao reg	RGS7-Gao	Mcl1-Bid inh	RGS8-Gao
COc1ccc(NC(=O)CSc2ccccn2)c([N+](=O)[O-])c1	101	?	9	102
Cc1cccc(-n2c(O)c(C=NC3CCS(=O)(=O)C3)c3ccccc3c2=O)c1C (stereo not given)	85	?	-33	90
NS(=O)(=O)c1ccc(NC(=O)COC(=O)c2ccc(Cl)cc2[N+](=O)[O-])cc1	96	nt	-14	99

The main list resumes, starting three compounds before the break.
SMILES	RGS4-Gao reg	RGS7-Gao	Mcl1-Bid inh	RGS8-Gao
O=C(O)c1cc(N2C(=O)CCC2=O)ccc1NCc1cccnc1	104	?	-66	101
CC(C)CC1(C)NC(=O)N(Cc2cc([N+](=O)[O-])cc3c2OCOC3)C1=O (stereo not given)	114	?	-19	108
COCCCNC(=S)NNC(=O)c1csc(C)n1	103	?	-136	103
CC(NC(=O)CCl)c1ccccc1Br (stereo not given)	108	?	33	100
Cc1cc(C(=O)COc2ccc([N+](=O)[O-])cc2)c(C)n1C1CC1	110	?	-109	105
CC1CN(c2ccc([N+](=O)[O-])cn2)CC(C)O1 (stereo not given)	105	?	-6	102
CC(C)(C)OC(=O)CNC(=O)c1[nH]cnc1C(=O)Nc1ccc(CNC(=O)OC(C)(C)C)cc1	99	?	24	101
COc1ccccc1N1CCN(C(=O)Cn2cnc3c2c(=O)n(C)c(=O)n3C)CC1	105	?	-8	100
O=C(O)c1ccccc1SC1CC(=O)N(c2cccc3ccccc23)C1=O (stereo not given)	105	?	-39	102
Cc1cc(=O)oc2cc(OCC(=O)Nc3nnc(C4CC4)s3)ccc12	105	?	-24	100

An excerpt from above, showing only RGS7-Gao.
mol	RGS7-Gao
c1ccc(Nc2ccccn2)nc1	?
O=C(C[n+]1ccc(/C=N/O)cc1)N1CCCCC1	?
Cc1cc(C)c2cc(C(=O)N3CCc4ccccc4C3)[nH]c2c1	?
